Source: PubChem (National Center for Advancing Translational Sciences (NCATS))
EPAC1 antagonist: qHTS for Antagonist of cAMP-regulated guanine nucleotide exchange factor 3 (EPAC1): primary screen. EPAC1 GEF assay, Rap1b-BODIPY-GDP exchange fluorescence. Potency, µM (highest dose often 115 µM), inactives show at the highest dose activity change, negative = inhibition, usual class: inhibitors. 360,000 compounds, 0.14% hits. AID 720709, 2013;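 note: potency is the fitted concentration of half-maximal effect; plate controls were vehicle for no effect and positive control for full effect; nearly all actives have a fitted effect of over 50% in size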
IL2 activator: qHTS of IL-2 Activators; AID 652025, 2013; activation, % (series mostly up to about 46 µM); 360,000 compounds, 0.065% hits; IL-2 activation reporter assay, cell-based qHTS; stimulated with anti-CD3/CD4/CD28 beads; in transgenic mouse T cells; in the data active = activation above about 50%; inconclusive = mostly about 30% to 49%; note: 0% is about no effect
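Using fluorescent plate cytometry, EGFP and DsRed are detected in transgenic mouse T cells stimulated 18 h at 37 degrees C with antibody-coated beads after 60 min compound pretreatment.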
PI5P4K alpha inh: qHTS for Inhibitors of phosphatidylinositol 5-phosphate 4-kinase (PI5P4K) | Phosphatidylinositol 5-phosphate 4-kinase type-2 alpha (Homo sapiens), P48426 | PI5P4Kalpha enzyme, ADP-Glo luminescence, 60 min; stronger effect = lower value | max response, % | 330,000 compounds, 1.2% hits | AID 652105, 2013; active = max response of -50% or lower; inconclusive = between -30% and -50%; inactive = -30% or higher; note: value at the top dose of about 77 µM; % is set by controls: 0 for no effect and ±100 for the full control effect
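Human PI5P4Kalpha with substrate in 0.038 M HEPES pH 7.4, 0.28 mM EGTA, 0.1% CHAPS, 5% DMSO; reaction started with 5 microM ATP (final), 60 min at room temperature. ADP formed read by ADP-Glo luminescence.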
PLK1 PBD inh: qHTS for Inhibitors of PLK1-PDB (polo-like kinase 1 - polo-box domain): Primary Screen; Plk1 PBD binding of FITC phosphopeptide, fluorescence polarization; Potency, µM, inactives show max response, negative = inhibition, usual class: inhibitors; 360,000 compounds, 2.8% hits; note: potency is the fitted concentration of half-maximal effect; series mostly up to about 57 µM; % is set by controls: 0 for no effect and ±100 for the full control effect; nearly all actives have a fitted effect of over 65% in size
Abeta yeast res: qHTS for compounds that reverse cellular toxicity of Amyloid beta (A-beta) peptide in yeast: Primary Screen; yeast expressing A-beta42, growth rescue, OD600, 48 h; response scale: 0% DMSO, 100% iron-clioquinol control; Potency, µM (series often up to 46.1 µM), for inactives: at the top dose growth rescue, usual class: activators; 410,000 compounds, 0.063% hits; note: potency is the fitted concentration of half-maximal effect; nearly all actives have a fitted effect of over 55% in size
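Yeast growth medium received pinned compounds, then yeast cells expressing toxic A-beta were added; plates incubated at 30 C for 48 hr. Growth read as absorbance at 600 nm, normalized to DMSO and equimolar FeCl3 plus clioquinol controls.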
aSyn yeast inh: qHTS of alpha-syn Inhibitors | Yeast expressing alpha-synuclein, growth rescue, BacTiter-Glo, 24 h | Potency, µM (top dose mostly 46.1 µM), for inactives: top-dose growth rescue (activation), most hits filed as activators | 370,000 compounds, 0.14% hits | AID 652106, 2013; note: potency is the fitted concentration of half-maximal effect; % of control where 0% means no effect; nearly all actives have a fitted effect of over 65% in size
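Screening used galactose-induced yeast with toxic alpha-synuclein levels, exposed to compound for 24 hr at 30 deg C. Cell growth, read with BacTiter-Glo luminescence, gave the measured signal.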
WRN inhibitor: qHTS for Inhibitors of WRN Helicase | AID 651768, 2012 | WRN helicase unwinding, fluorescent forked duplex, kinetic | 360,000 compounds, 0.46% hits | Potency, µM (highest dose often 114 µM), without a hit: top-dose activity change, negative = inhibition, usual class: inhibitors; note: potency is the fitted concentration of half-maximal effect; % is set by controls: 0 for no effect and ±100 for the full control effect; nearly all actives have a fitted effect of over 55% in size
Target sequence (Q14191 whole entry, looked up): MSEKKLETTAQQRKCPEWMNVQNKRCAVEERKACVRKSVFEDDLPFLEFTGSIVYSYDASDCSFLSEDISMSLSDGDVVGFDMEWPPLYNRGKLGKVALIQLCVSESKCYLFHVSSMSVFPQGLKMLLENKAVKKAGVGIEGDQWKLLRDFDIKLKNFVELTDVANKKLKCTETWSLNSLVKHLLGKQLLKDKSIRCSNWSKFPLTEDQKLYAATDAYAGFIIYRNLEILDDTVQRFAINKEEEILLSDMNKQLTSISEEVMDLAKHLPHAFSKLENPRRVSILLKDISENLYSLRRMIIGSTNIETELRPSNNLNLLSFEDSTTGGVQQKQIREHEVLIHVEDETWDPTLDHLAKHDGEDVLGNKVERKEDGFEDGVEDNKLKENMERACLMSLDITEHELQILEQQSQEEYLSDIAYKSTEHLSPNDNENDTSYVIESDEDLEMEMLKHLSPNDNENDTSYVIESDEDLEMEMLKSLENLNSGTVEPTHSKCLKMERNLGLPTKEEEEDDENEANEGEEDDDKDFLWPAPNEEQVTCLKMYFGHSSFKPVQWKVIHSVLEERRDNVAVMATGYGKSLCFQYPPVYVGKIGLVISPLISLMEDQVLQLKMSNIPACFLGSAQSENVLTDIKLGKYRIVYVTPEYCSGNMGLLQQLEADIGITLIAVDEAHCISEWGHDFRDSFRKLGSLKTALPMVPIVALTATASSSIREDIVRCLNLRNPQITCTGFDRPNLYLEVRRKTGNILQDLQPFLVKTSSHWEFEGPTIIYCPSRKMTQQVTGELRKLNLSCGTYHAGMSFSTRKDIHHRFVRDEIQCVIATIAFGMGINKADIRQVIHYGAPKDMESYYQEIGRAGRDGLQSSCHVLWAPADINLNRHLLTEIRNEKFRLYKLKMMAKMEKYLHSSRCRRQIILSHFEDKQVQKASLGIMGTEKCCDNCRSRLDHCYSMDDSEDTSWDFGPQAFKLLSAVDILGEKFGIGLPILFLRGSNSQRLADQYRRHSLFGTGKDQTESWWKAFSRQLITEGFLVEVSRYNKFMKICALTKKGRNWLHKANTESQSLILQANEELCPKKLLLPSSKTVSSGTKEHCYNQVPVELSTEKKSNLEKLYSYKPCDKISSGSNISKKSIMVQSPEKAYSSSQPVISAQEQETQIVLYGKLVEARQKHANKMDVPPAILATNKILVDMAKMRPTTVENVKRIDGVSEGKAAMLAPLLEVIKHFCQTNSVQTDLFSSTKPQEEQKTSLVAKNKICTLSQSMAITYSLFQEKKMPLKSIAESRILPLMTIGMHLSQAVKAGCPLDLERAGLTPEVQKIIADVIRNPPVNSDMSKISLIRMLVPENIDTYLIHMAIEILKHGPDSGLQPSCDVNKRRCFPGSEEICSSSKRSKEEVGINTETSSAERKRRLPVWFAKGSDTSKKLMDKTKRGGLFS
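Primary qHTS, 1536-well format. 20 nM WRN + compound, 15 min RT; start with 100 nM forked fluorophore/quencher duplex, 2 mM ATP (final); kinetic read ex 525/em 598 nm.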
EPAC1 agonist: qHTS for Agonist of cAMP-regulated guanine nucleotide exchange factor 3 (EPAC1): primary screen; Rap guanine nucleotide exchange factor 3 (Homo sapiens), O95398; EPAC1 agonist qHTS, biochemical assay; response scale: 100% = response to 6.5 mM cAMP; Potency, µM (top dose mostly 154 µM), inactives show top-dose activation, hits mostly activators; 360,000 compounds, 0.073% hits; note: potency is the fitted concentration of half-maximal effect; nearly all actives have a fitted effect of over 60% in size
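Compounds were pinned as a concentration titration into mixtures of EPAC1 (100 nM), BODIPY-GDP-loaded Rap1B (250 nM) and GDP (50 uM). After 5 min at room temperature, fluorescence was followed for 30 min; activity was scaled to 6.5 mM cAMP.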
FUS yeast rescue: qHTS for Suppressors of FUS Proteinopathy: Primary screen using FUS-linked yeast assay; S. cerevisiae FUS-expressing, growth rescue, OD600, 24 h; Potency, µM (top dose mostly 76.6 µM), for the others: at the top dose growth rescue (activation), actives largely listed as activators; 390,000 compounds, 0.24% hits; AID 1347120, 2019;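 note: potency is the fitted concentration of half-maximal effect; plate controls were DMSO vehicle for no effect and reference control for full effect; nearly all actives have a fitted effect of over 55% in size; some results filed as inactive show a strong effect at the top dose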
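Read-out: OD at 600 nm after 24hr at 30C, reporting rescue of FUS-induced yeast toxicity. Cells at OD 0.005 in galactose (2%) minimal medium; compounds tested in a dilution series; CP55940 titration from 92uM final as control.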
An asterisk follows results filed as active; ? = inconclusive; . = no result given; [ ] = another dose, or the depositor's remark. Unless noted, calls come from the whole dose curve; as a rule, active = well fitted curve in the direction sought with a large enough effect; inconclusive = small, poorly fitted or top-dose-only effect, or another doubt; inactive = no such curve, though single readings can be large; an effect the other way counts as inactive or inconclusive.

Start of the listing, in advance (2 entries):
mol,EPAC1 antagonist,IL2 activator,PI5P4K alpha inh,PLK1 PBD inh,Abeta yeast res,aSyn yeast inh,WRN inhibitor,EPAC1 agonist,FUS yeast rescue
Fc1ccc(-c2csc(Nc3ccccn3)n2)cc1,-0.9%,0.7,12.5,0.1%,14.9%,-17.7%,-5.1%,12.4%,-16.2%
COc1ccc(C)cc1NC(=O)CN1CCN(c2ccc(F)cc2)CC1,-19.1%,0.5,13.7,-7.9%,5.2%,-10.8%,-12.2%,-5.0%,8.9%

All compounds of this part (from the top)
mol,EPAC1 antagonist,IL2 activator,PI5P4K alpha inh,PLK1 PBD inh,Abeta yeast res,aSyn yeast inh,WRN inhibitor,EPAC1 agonist,FUS yeast rescue
Fc1ccc(-c2csc(Nc3ccccn3)n2)cc1,-0.9%,0.7,12.5,0.1%,14.9%,-17.7%,-5.1%,12.4%,-16.2%
COc1ccc(C)cc1NC(=O)CN1CCN(c2ccc(F)cc2)CC1,-19.1%,0.5,13.7,-7.9%,5.2%,-10.8%,-12.2%,-5.0%,8.9%
COc1cc(C2C3=C(CC(C)(C)CC3=O)OC3=C2C(=O)CC(C)(C)C3)cc([N+](=O)[O-])c1O,-8.9%,-0.4,-4.6,-10.3%,-9.0%,-6.8%,6.1%,-8.8%,1.8%
COc1ccc(-c2ccc(SCC(=O)c3ccc(F)cc3)nn2)cc1OC,-8.6%,-3.5,3.0,-13.3%,-9.9%,3.4%,-1.5%,3.4%,2.5%
COc1cc(NC(=O)CSc2nc3c(c(=O)[nH]2)CCCC3)cc(OC)c1OC,-6.4%,0.0,6.1,-6.4%,-11.9%,-14.1%,0.7%,-2.2%,17.4%
NCCNC(=O)Cc1ccc(NC(=O)Cc2ccc(Nc3ncnc4c3ncn4[C@@H]3O[C@H](CO)[C@@H](O)[C@H]3O)cc2)cc1,-14.8%,-0.6,-12.2,-19.9%,-14.0%,0.5%,-5.2%,-8.2%,-7.2%
CCCC[C@@H]1Cc2[nH][nH]c(=O)c2[C@@H](c2ccc(Cl)cc2)O1,-5.9%,0.0,14.2,-21.6%,-4.0%,5.2%,1.9%,-5.1%,34.7%
CCOc1ccc(NC(=S)N(CCN2CCOCC2)Cc2cc3cc4c(cc3[nH]c2=O)OCO4)cc1,1.5%,0.1,4.9,-5.4%,-9.5%,9.8%,2.0%,-0.5%,15.2%
Cc1cc2[nH]c(=O)c(=O)[nH]c2cc1S(=O)(=O)NCC(C)c1ccccc1 (stereo not drawn),3.7%,0.1,1.7,-11.9%,0.9%,11.1%,5.7%,12.3%,-40.8%
Clc1ccc(-c2nc3ccc(Br)cn3c2Cc2ccccc2)cc1,3.1%,-2.0,-1.2,-6.0%,-26.6%,-24.7%,-1.3%,7.7%,-3.5%
Cc1ccc(N=C2C(=O)Nc3c(C)cccc32)cc1,-4.1%,-0.5,6.5,-1.7%,6.0%,1.6%,-2.2%,3.5%,-20.0%
Cc1nc2ccc(Br)cn2c1C(=O)N/N=C\c1ccc(C(C)C)cc1,2.3%,-1.0,-2.8,-8.9%,1.4%,-3.1%,3.5%,13.2%,-16.3%
CN(CC(=O)NCCc1ccccc1)S(=O)(=O)c1cnc[nH]1,-1.1%,-0.3,2.1,-1.6%,21.8%,0.2%,-7.2%,-2.3%,.
CC1(C(=O)NS(=O)(=O)c2ccc(F)cc2F)CCN1C(=O)C1(c2ccc(Cl)cc2)CC1 (stereo not drawn),-26.6%,-0.7,1.9,2.7%,-3.0%,2.1%,2.2%[57.1 µM],0.7%,7.3%
CN(C)S(=O)(=O)c1ccc(NCC2COc3ccccc3O2)c([N+](=O)[O-])c1 (stereo not drawn),-12.6%,0.4,-9.7,29.9µM*,2.9%,18.0%,-22.7%,10.8%,.
Cc1ccc(C2=NS(=O)(=O)N(C)C(C(=O)NCc3cccs3)=C2)cc1,-1.2%,-0.9,-1.6,2.7%,5.6%,2.1%,4.4%,1.8%,-7.8%
CN(C)Cc1c(O)ccc2c(=O)c(-c3ccccc3Cl)coc12,1.5%,0.8,-6.8,-2.7%,12.5%,7.8%,8.4%,5.1%,16.6%
O=[N+]([O-])c1cccc(C=NN2CCCCCC2)c1,-5.7%,-1.1,5.5,-9.4%,1.7%,-2.7%,-18.5%,5.7%,-2.2%
O=C(Nc1ccc2oc(-c3ccncc3)nc2c1)c1ccc(Br)o1,-12.5%,0.8,-3.4,-6.0%,5.8%,1.5%,-4.1%,-8.7%,-4.7%
COc1ccc(S(=O)(=O)n2nc(-c3ccc(Cl)cc3)cc2N)cc1OC,1.2%,-3.9,-1.0,4.7%,10.4%,6.6%,-1.3%,2.1%,-7.5%
CSCCC(=O)N1CCCC(CNC(=O)c2ccc(-c3ccccc3)cc2)C1 (stereo not drawn),6.6%,0.2,-0.3,-12.9%,-10.6%,10.3%,4.7%,-2.1%,19.7%
Cn1c(Cc2ccccc2)nnc1SCC(=O)N1CCN(c2ccccc2)CC1,-0.6%,-3.3,-1.9,-0.8%,4.1%,1.8%,1.3%[57.1 µM],-2.3%,11.6%
O=C(NC(=S)NC1CC1)c1cccnc1,-0.8%,-0.5,.,-12.9%,24.8%,-7.4%,5.6%,3.3%,2.4%
O=c1oc2cc(Br)ccc2n1CSC1=NCCS1,-6.4%,0.2,-11.5,-28.8%,-26.5%,-7.8%,-0.5%,-0.7%,-20.5%
COc1ccc(/C=C/C(=O)N2CCN(c3ccccn3)CC2)cc1OC,13.9%,-2.0,-8.8,-11.3%,-0.5%,1.2%,14.7%,-6.8%,-2.5%
O=C(NC(=S)N1CCN(c2c(Cl)cccc2[N+](=O)[O-])CC1)c1cccs1,?,-1.8,-1.4,-22.0%,-15.5%,20.3%,-32.0%,5.7%,.
O=C(c1nc2ccccn2c1CN1CCC(Cc2ccccc2)CC1)N1CCCC1,3.9%,-3.4,0.6,5.2%,-0.6%,6.3%,0.4%,0.7%,7.8%
CC1CCc2nc(NC(=O)Cc3cccs3)sc2C1 (stereo not drawn),-15.1%,-0.1,11.8,-9.5%,23.8%,15.9%,-3.6%,-3.8%,-2.1%
O=C(Nc1ccc(-c2ccccc2)cc1)c1ccco1,2.9%,-3.7,-16.2,-9.9%,-4.7%,-8.5%,-2.0%,-5.7%,-8.1%
CCCCc1nc2ccccc2c(C(=O)O)c1C,8.5%,-3.0,.,-1.5%,9.4%,-0.2%,2.9%,4.6%,6.9%
Cc1ccccc1NC(=O)c1cccc(N2C(=O)C3C4CC(C(Br)C4Br)C3C2=O)c1 (stereo not drawn),13.5%,-3.3,4.2,2.1%,5.8%,-1.7%,-4.4%,-2.2%,25.2%
CCOC(=O)C1=C(CSc2nncn2C)NC(=O)NC1c1cc(OCC)ccc1OCC (stereo not drawn),1.9%,-3.9,-4.6,-1.1%,-3.8%,-1.4%,-8.7%,-1.1%,.
CCOC(=O)c1c(CS(=O)(=O)c2ccccc2)n(C)c2cc(Br)c(O)cc12,-4.6%,0.8,2.1,-7.4%,17.6%,-2.1%,-9.6%,1.3%,-9.6%
Cc1cccc(N(CC(=O)N2CCN(C)CC2)S(=O)(=O)c2ccccc2)c1,-3.0%,0.3,-0.5,-12.0%,2.9%,-5.1%,7.3%,14.0%,12.7%
CC(CC(=O)Nc1nncs1)c1ccccc1 (stereo not drawn),4.1%,1.1,?,-6.4%,3.4%,-16.5%,3.5%,-8.1%,-8.3%
CCCCN(C(=O)CSc1nnc(Nc2ccccc2)s1)c1c(N)n(CCC)c(=O)[nH]c1=O,-29.3%,0.9,-0.8,?,-14.0%,0.2%,-3.3%,1.9%,14.1%
Cn1c(Nc2ccc(F)cc2)nc2cc(-c3ccsc3)sc2c1=O,-8.5%,-0.5,-0.3,-9.4%,0.4%,-2.0%,-15.5%,-5.6%,-9.8%
Cc1ccccc1S(=O)(=O)Cc1ccc(C(=O)NCCCN2CCCC(C)C2)o1 (stereo not drawn),17.5%,-2.9,0.8,-1.6%,-8.1%,6.9%,1.0%,-2.0%,20.4%
CCOC(=O)c1c[nH]c2c(C(F)(F)F)cccc2c1=O,10.3%,-0.3,8.2,-2.2%,2.1%,3.0%,-4.5%,10.1%,8.8%
COc1ccccc1N1CCN(C(=O)c2ccc(Br)o2)CC1,6.0%,3.4,-3.6,-8.0%,6.5%,-8.2%[1.84 µM],-14.1%,0.8%,9.5%
O=C(COC(=O)c1ccc(CNS(=O)(=O)c2ccc(F)c(Cl)c2)cc1)NCC1CCCCC1,-17.7%,-2.2,3.8,4.9%,-3.6%,0.3%,-5.3%,-11.1%,.
O=C(c1cc([N+](=O)[O-])ccc1N1CCOCC1)N1CCN(S(=O)(=O)c2cc(Cl)ccc2Cl)CC1,-0.6%,-0.5,-1.7,-12.6%,-6.4%,-3.2%,20.7%,3.4%,-12.7%
CCOc1ccc(-c2ncncc2-c2ccccc2OC)c(O)c1,11.5%,-0.5,-0.1,?,-8.8%,15.9%,1.7%,6.1%,43.1%
COc1ccc(C2/C=C\CNCC(=O)N2Cc2ccc(F)cc2)cc1 (stereo not drawn),21.6%,0.3,-14.6,-11.7%,-7.6%,-3.0%,-3.1%,-18.4%,-9.8%
CN(C(=O)COC(=O)c1ccc(Br)c(S(=O)(=O)N2CCOCC2)c1)C1CCCCC1,0.1%,-0.5,5.4,2.3%,13.3%,11.8%,-5.9%,6.6%,19.3%
